Bioassay records (PubChem)
GPR55 antagonists: GPR55 antagonists blocking LPI-driven arrestin recruitment, primary screen, imaging, U2OS, beta-arrestin-GFP, LPI agonist (AID 2013) | U2OS GPR55 beta-arrestin-GFP translocation imaging, LPI antagonism; higher % means a stronger effect | inhibition, % at 10 µM, or IC50 in µM where a hit was titrated | actives 0.13% (n = 290,000);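 active = spots per cell inhibited over 60%, with over 100 cells counted and total cytoplasm intensity under 500,000; inconclusive = wells with under 100 cells, flagged as likely toxic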;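 note: U2OS cells stably carrying GPR55 and arrestin-GFP stimulated by 5 µM LPI near EC80; imaged beta-arrestin-GFP aggregate spots per cell after agonist stimulation; plate controls were LPI-stimulated DMSO wells for no effect and DMSO wells without LPI for full effect; some results filed as inactive read as strong as hits; confirmed hits need IC50 under 10 µM and bright autofluorescent wells are also inconclusive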
NOD1 inhibition: NOD1 signaling inhibitors, primary screen, cell-based, luminescence, uHTS (AID 1578) | NOD1-driven NF-kB luciferase reporter cells, luminescence; higher % means a stronger effect | inhibition, % at 4 µM, or EC50 in µM where a hit was titrated | actives 1% (n = 290,000); in the data active = inhibition mostly above about 36%, no sharp cut-off; inactive = mostly below about 34%;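 note: HEK-293T reporter cells stimulated with the NOD1 agonist gamma-tri-DAP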
KOR beta-arrestin-1: KOR agonists, beta-arrestin recruitment, primary screen, cell-based, luminescence, uHTS (AID 1777); KOR beta-arrestin recruitment, luminescence; higher % means a stronger effect; one-dose activation, % at 10 µM; EC50 in µM for titrated hits; actives 0.02% (n = 280,000); in the data active = activation above about 50%, passing the limit was not always enough; note: a part of the inactive calls stands beside numbers as strong as those of hits
KOR beta-arrestin-2: KOR antagonists, beta-arrestin recruitment, cell-based, luminescence, uHTS (AID 1778). KOR beta-arrestin recruitment, luminescence, antagonist mode; higher % means a stronger effect. one-dose inhibition, % at 10 µM; IC50 in µM for titrated hits. actives 0.091% (n = 290,000); in the data active = inhibition above about 50%; note: strong numbers were not always called active
HIV peptide binding: cell-free HIV fusion peptide-binding blockers – biochemical, uHTS, fluorescence dequenching, primary screen (AID 1986); actives 0.3% (n = 290,000); cell-free peptide binding, fluorescence dequenching, 30 min; higher % means a stronger effect; inhibition, % at 20 µM; hits with a dose series show IC50 in µM; in the data active = inhibition mostly above about 52%, no sharp cut-off; inactive = mostly below about 76%; note: some results filed as inactive read as strong as hits
GPR55 activation: GPR55 agonists via beta-arrestin recruitment, primary screen, imaging, U2OS cells, beta-arrestin-GFP redistribution (AID 1961); U2OS GPR55 beta-arrestin-GFP redistribution imaging; higher % means a stronger effect; activation, % at 10 µM, or EC50 in µM where a hit was titrated; actives 0.048% (n = 290,000);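 active = activation above 40% with more than 50 cells counted in the well; inconclusive = wells holding fewer than 50 cells, flagged as toxic or sparse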;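 note: U2OS osteosarcoma cells stably expressing GPR55 and beta-arrestin-GFP; plate controls were DMSO negative control for no effect and LPI positive control for full effect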
Dengue-2 NS5 capping: flavivirus cap methylation enzyme inhibition – biochemical, confirmation dose response, primary screen (AID 588689). Dengue-2 NS5 methyltransferase capping enzyme assay, biochemical; higher % means a stronger effect. inhibition, % at 25 µM, or IC50 in µM where a hit was titrated. actives 0.3% (n = 340,000); in the data active = a potency from the dose series; inconclusive = inhibition above about 29% without an active follow-up result
GPR35 arrestin U2OS: GPR35 antagonists blocking zaprinast-driven arrestin recruitment, primary screen, imaging, U2OS, beta-arrestin-GFP, zaprinast agonist (AID 2058). actives 0.052% (n = 290,000). U2OS GPR35 beta-arrestin-GFP translocation imaging, zaprinast antagonism; higher % means a stronger effect. inhibition, % at 10 µM, or IC50 in µM where a hit was titrated;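 active = inhibition of at least 50% with at least 30 cells and total cytoplasm GFP at most 10,000,000; inconclusive = under 30 cells or total GFP of 10,000,000 plus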
West Nile antiviral: inhibition of WNV-induced cytopathic effect – cell-based, CPE readout (AID 1621); actives 0.02% (n = 290,000); CPE inhibition, % at 10 µM; hits with a dose series show IC50 in µM; West Nile virus-infected cells, CPE inhibition; higher % means a stronger effect; in the data active = a potency from the dose series; inconclusive = CPE inhibition mostly from about 3.7% at the one dose, without a potency; inactive = the rest, 99 in 100 with CPE inhibition below about 2.2%; note: strong numbers were not always called active
* marks the source's active call; other numbers are inactive results; ? = inconclusive; nt = not tested or not shown; [ ] = another dose, or the depositor's remark.

SMILES,KOR beta-arrestin-2,GPR55 antagonists,GPR35 arrestin U2OS,Dengue-2 NS5 capping,HIV peptide binding,NOD1 inhibition,West Nile antiviral,KOR beta-arrestin-1,GPR55 activation
CCC1Sc2ccc(S(=O)(=O)CCC(=O)N3CCc4ccccc43)cc2NC1=O (centres undefined),-35%,-13%,-6%,-2%,-0.2%,-13%,-0.2%,5.5%,0.0%
COc1ccc(OCc2cc(C(=O)N(C)C3CCOCC3)no2)c2ccccc12,4%,74%,42%,3%,-2.1%,-56%,-0.1%,0.8%,-0.1%
Cc1occc1C(=O)N/N=C/c1c(O)ccc2ccccc12,-133%,3%,-2%,-7%,-0.4%,-10%,0.6%,4.3%,-0.1%
COc1ccc(CNC(=O)CSc2ncnc3ccccc23)cc1OC,4%,12%,11%,-9%,-2.0%,23%,-0.3%,-2.8%,0.2%
Cc1cc(C)c2cc(CN(CCCN(C)C)C(=S)NCc3ccccc3)c(=O)[nH]c2c1,-10%[20 µM],-5%,-5%,-3%,-1.2%,-44%,?,nt,0.2%
COc1ccccc1N1CCN(CCc2n[nH]c(=S)n2-c2ccccc2)CC1,-6%,15%,-17%,-14%,0.8%,-27%,-0.3%,18%,0.0%
CCN(CC)CCn1c2ccccc2c2nc3ccc([N+](=O)[O-])cc3cc21,-10%,3%,2%,nt,3.1%,-8%,-0.6%,2.8%,-0.1%
CCc1ccccc1NC(=O)c1cc(S(=O)(=O)N2CCCC2)c[nH]1,-12%[20 µM],-6%,-2%,-1%,0.4%,-17%,-0.3%,-3.2%,-0.1%
CC1C[N+](=C2C=C(N3CCOCC3)CC(C)(C)C2)CC(C)O1 (centres undefined),14%,3%,5%,9%,-2.7%,-1%,0.2%,2.7%,-0.1%
O=C(NCCOC(=O)c1ccc(C(=O)OCCNC(=O)c2cccnc2)s1)c1cccnc1,-2%,-4%,6%,1%,-1.4%,-4%,1.5%,1.2%,0.2%
CCn1c2ccccc2c2cc(NC(=O)COC(=O)c3ccccc3O)ccc21,-98%[20 µM],-4%,-22%,0%,1.2%,-32%,-0.6%,-0.2%,-0.1%
Cc1ccc(N(C(=O)c2csnn2)C(C(=O)NC2CCCC2)c2cccnc2)cc1 (centres undefined),-14%,-4%,2%,2%,-0.5%,-41%,0.2%,0.9%,0.4%
O=C(Cc1ccc(-n2cccc2)cc1)NCc1cccs1,-63%,11%,-7%,-3%,-3.3%,7%,0.6%,-1.0%,-0.2%
Cc1ccc(OCc2ccc(C(=O)O)o2)cc1C,-45%,3%,8%,-2%,0.2%,-10%,0.3%,3.5%,-0.2%
COc1ccc(OC)c(C(=O)CSc2nnc(Cc3cccs3)n2C)c1,-12%,-7%,-16%,3%,-0.9%,-12%,1.1%,2.1%,0.0%
Cc1cc(C)n(CC(=O)N/N=C/c2ccc3c(c2)OCO3)n1,-2%,16%,5%,0%,-1.0%,1%,0.6%,11%,-0.3%
CCN1C(=O)[C@H]2[C@@H](c3ccc(Cl)cc3)N3C(=O)CN(Cc4ccccc4)C(=O)[C@@]3(C)[C@H]2C1=O,-45%[20 µM],7%,7%,-8%,0.5%,-34%,-0.2%,-5.0%,0.2%
NC(=O)C1CCN(C(=O)c2ccc(-c3ccccc3)cc2)CC1,-37%,3%,-1%,3%,-0.3%,-13%,-0.1%,2.1%,-0.1%
CC(C)CN(C(=O)CN1CCC(C)CC1)c1c(N)n(CC(C)C)c(=O)[nH]c1=O,12%,-3%,-7%,-16%,-1.4%,-25%,0.1%,-6.1%,0.0%
O=C(O)CSCC(=O)Nc1cccc2ccccc12,-24%,-1%,-14%,0%,-1.0%,-1%,0.1%,5.5%,0.1%

Part of the list above, with two lines to a compound.
Below each SMILES – KOR beta-arrestin-2 | GPR55 antagonists | GPR35 arrestin U2OS | Dengue-2 NS5 capping | HIV peptide binding | NOD1 inhibition | West Nile antiviral | KOR beta-arrestin-1 | GPR55 activation
Cc1cc(C)n(CC(=O)N/N=C/c2ccc3c(c2)OCO3)n1
    -2% | 16% | 5% | 0% | -1.0% | 1% | 0.6% | 11% | -0.3%
CCN1C(=O)[C@H]2[C@@H](c3ccc(Cl)cc3)N3C(=O)CN(Cc4ccccc4)C(=O)[C@@]3(C)[C@H]2C1=O
    -45%[20 µM] | 7% | 7% | -8% | 0.5% | -34% | -0.2% | -5.0% | 0.2%

The list continues:
SMILES,KOR beta-arrestin-2,GPR55 antagonists,GPR35 arrestin U2OS,Dengue-2 NS5 capping,HIV peptide binding,NOD1 inhibition,West Nile antiviral,KOR beta-arrestin-1,GPR55 activation
Cn1c(CNS(=O)(=O)c2ccc(F)cc2)n[nH]c1=S,-19%,-9%,22%,-10%,-1.1%,-22%,0.3%,6.6%,-0.1%
NC(=O)c1c(NC(=O)CSc2nnc(-c3ccco3)n2-c2ccccc2)sc2c1CCC2,-28%,3%,13%,-9%,-4.5%,19%,1.2%,-5.0%,-0.3%
COCCN1C(=O)c2ccccc2C(C(=O)NCC2CCCO2)C1c1c[nH]c2ccccc12 (centres undefined),30%,2%,5%,nt,-0.4%,2%,0.1%,-5.2%,-0.1%
CCC(Oc1ccccc1)C(=O)Nc1nnc(S(=O)(=O)N2CCCCC2)s1 (centres undefined),-15%,1%,5%,0%,12%,-9%,1.2%,4.1%,0.2%
CCOC(=O)c1ccc(N2C(=O)c3n[nH]c(-c4ccco4)c3C2c2ccc([N+](=O)[O-])cc2)cc1 (centres undefined),12%,26%,-18%,-8%,60%*,-29%,-1.1%,4.7%,38%
O=C(Nc1ccccc1F)c1ccc2snnc2c1,17%,12%,-1%,1%,1.1%,-43%,-0.3%,-2.1%,-0.1%
CC1CCCC(NC(=O)c2ccc3c(c2)N(Cc2ccccc2)C(=O)CS3=O)C1C (centres undefined),-10%,9%,-4%,-2%,-0.6%,-17%,-0.6%,-3.3%,-0.2%
COc1cccc(=O)c2c(C)n(CC(=O)c3ccccc3)c(C)c12,-22%,5%,3%,-4%,32%,-2%,-0.3%,8.7%,0.1%
Cc1ccc(S(=O)(=O)c2ccccc2)cc1S,8%,10%,6%,nt,1.0%,-20%,-1.2%,1.5%,-0.3%
Cc1ccc(C)c(-n2c(=O)c(C#N)cc3c(=O)n4ccccc4nc32)c1,-16%,2%,-6%,-12%,41%,-31%,-0.9%,2.0%,-0.2%
CC1(c2ccccc2)NC(=O)N(CC(=O)NCc2cccc(Cl)c2)C1=O (centres undefined),-15%,19%,4%,-1%,-1.2%,-32%,-0.4%,-1.1%,-0.2%
O=C(O)Cc1ccc2oc(-c3ccccn3)nc2c1,21%,7%,-3%,1%,-0.2%,-4%,0.1%,-5.4%,0.9%
CNC(=O)CSc1nc2ccccc2c(=O)n1-c1cc(OC)ccc1OC,1%,2%,-6%,1%,0.3%,-7%,0.6%,0.3%,-0.1%
COc1ccc(OC)c(/C=C/c2[nH]c(=O)[nH]c(=O)c2[N+](=O)[O-])c1,-8%[20 µM],13%,5%,24%,3.4%,-3%,1.5%,-2.3%,-0.1%
CC1CCCCC1NC(=O)C1CCCN1S(=O)(=O)c1cccc2nsnc12 (centres undefined),-20%,-8%,2%,-8%,-1.7%,16%,-0.2%,4.7%,-0.1%
Cc1cc(C)n(CCCNC(=O)c2ccc3c(c2)NC(=O)CS3)n1,37%,11%,-13%,0%,-2.1%,nt,-0.6%,-0.8%,-0.3%
COc1ccc(/C=C2\SC(=S)N(CCCC(=O)Nc3ccc(O)cc3)C2=O)cc1,18%,-2%,45%,-2%,-2.9%,-4%,1.5%,nt,0.5%
OCCC1CN(Cc2nc3c(s2)CCCC3)CCN1Cc1ccccc1 (centres undefined),20%,5%,-11%,6%,-1.9%,-6%,-0.5%,6.8%,-0.1%
CCCOc1ccc(/C=N/NC(=O)c2nnn(-c3nonc3N)c2-c2cccs2)cc1OC,6%,17%,22%,-7%,2.2%,3%,-0.1%,-0.4%,-0.1%
CC1CCc2cc(F)ccc2N1C(=O)c1cnc2sccn2c1=O (centres undefined),25%,-1%,-2%,0%,2.3%,-25%,-0.3%,-2.4%,0.3%
Cc1nc2c(sc(=S)n2Cc2ccco2)c(=O)n1CC(=O)Nc1ccccc1Cl,-18%,4%,10%,-4%,7.3%,-2%,0.8%,4.8%,-0.1%
O=C(Nc1cccc([N+](=O)[O-])c1)NC1CCS(=O)(=O)C1 (centres undefined),-25%,5%,-3%,-1%,0.4%,-22%,-0.7%,1.6%,-0.1%
O=C(Nc1cccc2ccccc12)C1CCCC1,3%[20 µM],-2%,-1%,6%,-2.1%,-28%,-0.5%,-2.3%,-0.1%
CN1CCN(S(=O)(=O)c2ccc(Cc3ccc(S(=O)(=O)N4CCN(C)CC4)cc3)cc2)CC1,31%,-3%,-3%,6%,0.2%,1%,0.2%,13%,-0.2%
COc1ccc(NC(C)=O)cc1S(=O)(=O)Nc1ccc(C(=O)N2CCCC2)cc1,-28%,-5%,-1%,5%,-0.5%,16%,0.1%,3.3%,0.6%
O=C1CC(N2CCOCC2)C(=O)N1c1cccc(Cl)c1 (centres undefined),-4%,-1%,0%,-1%,-2.6%,-18%,-0.2%,-1.6%,-0.1%
O=C(CSc1nc2ccccc2n1CCc1ccccc1)c1ccc(O)c(O)c1,-17%,2%,1%,-3%,55%,-11%,-0.4%,-2.7%,0.6%
COc1ccc2cc(C(=O)N3CCC(Cc4ccccc4)CC3)[nH]c2c1,-13%,-4%,10%,-14%,0.4%,-4%,-1.5%,7.7%,0.0%
COc1cc(C2C(C#N)=C(N)N(c3cccnc3)C3=C2C(=O)CCC3)ccc1O (centres undefined),-53%,11%,15%,43%,2.8%,0%,-0.5%,2.8%,-0.1%
CCc1ccccc1N(C(=O)CCC(=O)Nc1cc(C)on1)C(C(=O)NC1CCCC1)c1ccco1 (centres undefined),12%,0%,5%,-6%,0.8%,0%,-1.2%,1.8%,0.3%
O=C(NCSC1=NCCS1)c1ccccc1,10%,15%,17%,-5%,1.9%,nt,0.3%,0.3%,0.5%
CSCC(=O)Nc1cc(C)on1,-6%,-6%,-9%,2%,-0.7%,-1%,0.3%,4.9%,-0.2%
O=S(=O)(Nc1cccc(-c2ccc(N3CCCCCC3)nn2)c1)c1ccc(F)cc1,-61%,9%,-16%,-4%,1.9%,-9%,0.5%,-0.7%,-0.1%
Cc1cc(C)nc(-n2nc(C)cc2NC(=O)c2ccc(S(=O)(=O)N3CCOCC3)cc2)n1,8%,16%,4%,nt,2.3%,-3%,0.1%,3.0%,0.2%
O=S(=O)(NC1CC1)c1ccc(S(=O)(=O)N2CCN3CCCC3C2)cc1 (centres undefined),0%,4%,6%,0%,3.7%,-21%,-0.1%,2.0%,0.3%

These rows are one share of the data; the hit share may differ from the screen's.
